Screens from PubChem.
NOD2-RIPK2 inh = blocks binding of human NOD2 to RIPK2. O43353. CHO BLA complementation NOD2-RIPK2, CCF4 ratio. inhibition, % at 4.98 µM. 0.38% of 360,000 active. AID 624267; in the data active = inhibition above about 21%;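 also: 0% = vehicle only and 100% = reference blocker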
C8 TRAIL sens = sensitizes caspase-8 expressing cells to TRAIL. NB7+C8 cells + TRAIL, ATPlite viability luminescence. inhibition (viability loss, TRAIL sensitization), % at 10 µM. 1% of 360,000 active. AID 624354;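 active = compounds causing at least 50% loss of cell viability in the single-dose screen, relative to plate controls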
TWEAK Fn14 block = TWEAK-Fn14 signaling inhibition; TWEAK-stimulated Fn14 reporter cells, luciferase luminescence, 8 h; inhibition, % at 10 µM; 2% of 360,000 active; in the data active = inhibition above about 50%
COUP-TFII inh = blocks human COUP-TFII nuclear receptor | HEK293T NGFI-A luciferase reporter, luminescence | inhibition, % at 8.6 µM | P24468 | 0.7% of 370,000 active;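 active = inhibition above a per-plate cutoff, mean inhibition of test wells between control levels plus 3 SD, cut at about 38% in these data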;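 also: cells cotransfected with COUP-TFII expression vector driving the NGFI-A reporter; 0% = median of COUP-TF2 test wells and 100% = reporter-only cells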
TROY signal inh = TROY signaling inhibition | Q293 LMP1-TROYcd NF-kB luciferase reporter, 4 h | inhibition, % at 10 µM | 0.98% of 360,000 active | AID 1347056;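 active = compounds whose plate-normalised and pattern-corrected inhibition of the luciferase reporter signal at the single screening dose is 50% or more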
NCOA2 inhibitor = human SRC2 (NCOA2) inhibition; 0.17% of 370,000 active; Q15596; HEK293 GAL4-SRC2 luciferase reporter, luminescence; inhibition, % at 9 µM;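 active = inhibition above the mean inhibition of all tested compounds plus 3 SD, set per campaign, cut at about 52% in these data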;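 also: 0% = DMSO treated cells and 100% = cells given Gossypol at 36 µM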
NCOA1 inh = inhibits human SRC1 coactivator; Q15788; HEK293 GAL4-SRC1 luciferase reporter, luminescence; inhibition, % at 3.6 µM; 0.12% of 360,000 active; AID 588354;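 active = inhibition above the campaign mean plus 3 SD, with each screening campaign given its own cutoff, cut at about 60% in these data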;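 also: 0% = DMSO treated cells and 100% = gossypol at 36 µM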
LRH-1 inv ag = inverse agonists of human LRH-1 (NR5A2); O00482; HEK293T StAR-luciferase reporter, LRH-1 transfected, 24 h; inhibition, % at 3.6 µM; 0.13% of 360,000 active; AID 602396;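 active = inhibition above the mean inhibition of all tested compounds plus 3 SD, cut at about 73% in these data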;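 also: 0% = DMSO wells and 100% = reporter-only cells lacking LRH-1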
Target sequence (O00482 whole entry, looked up): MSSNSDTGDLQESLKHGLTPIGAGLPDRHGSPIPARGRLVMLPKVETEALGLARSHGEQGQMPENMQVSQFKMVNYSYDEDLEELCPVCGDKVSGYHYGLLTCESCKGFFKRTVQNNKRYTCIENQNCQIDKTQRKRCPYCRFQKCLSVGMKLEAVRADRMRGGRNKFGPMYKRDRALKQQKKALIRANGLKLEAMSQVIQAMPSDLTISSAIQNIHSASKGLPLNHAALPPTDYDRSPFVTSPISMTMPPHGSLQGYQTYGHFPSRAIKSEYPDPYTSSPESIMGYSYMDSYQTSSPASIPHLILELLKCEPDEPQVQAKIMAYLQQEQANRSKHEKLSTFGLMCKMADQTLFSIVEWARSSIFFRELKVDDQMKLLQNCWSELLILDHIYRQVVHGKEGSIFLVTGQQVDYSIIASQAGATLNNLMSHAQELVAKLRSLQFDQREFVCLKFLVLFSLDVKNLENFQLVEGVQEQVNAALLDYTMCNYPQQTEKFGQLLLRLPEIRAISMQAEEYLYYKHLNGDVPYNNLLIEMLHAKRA
EBV LMP1 NFkB = Epstein-Barr LMP1 NF-kappaB reporter inhibition | inhibition, % at 12.5 µM | 0.69% of 350,000 active | AID 504558 | LMP1-induced NF-kappaB luciferase reporter cells, luminescence; in the data active = inhibition above about 41%;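 also: 0% = neutral control wells and 100% = reference inhibitor control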
TLR9-MyD88 inh = inhibitors of human TLR9-MyD88 binding | 0.21% of 340,000 active | Q9NR96+Q99836 | CHO BLA complementation TLR9-MyD88, CCF4 FRET ratio | inhibition, % at 4.98 µM;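 active = inhibition above the mean over all tested compounds plus 3 SD, cut at about 21% in these data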;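 also: 0% = DMSO only wells and 100% = clavulanate BLA inhibitor control wells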
NCOA3 inh = inhibitors of human steroid receptor coactivator 3 (SRC3); Q9Y6Q9; HEK293 GAL4-SRC3 luciferase reporter, luminescence; inhibition, % at 3.6 µM; 0.17% of 360,000 active;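 active = inhibition above a per-campaign cutoff, the mean of all compounds plus 3 SD, cut at about 60% in these data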;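 also: 0% = DMSO-treated cells and 100% = gossypol-treated cells at 36 µM; higher means less SRC3-driven luciferase light from the GAL4 reporter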
An asterisk follows results filed as active; . = not tested or not shown. A portion of the library (hit frequency here may not be typical).

mol	C8 TRAIL sens	NCOA2 inhibitor	LRH-1 inv ag	TWEAK Fn14 block	TLR9-MyD88 inh	NOD2-RIPK2 inh	NCOA1 inh	EBV LMP1 NFkB	NCOA3 inh	TROY signal inh	COUP-TFII inh
O=C(Cc1csc(NC(=O)Nc2ccc(Cl)cc2)n1)NC1CCCC1	25	-17	-30	-2	-4	1	-20	-6	-26	17	-16
Cc1nnc(Sc2cc(C(=O)NCCCOC(C)C)c3ccccc3n2)s1	-16	-26	0	2	2	-4	-2	15	10	-9	-9
NN1C(=O)c2cccc3c(C(=O)O)ccc(c23)C1=O	1	11	-15	-5	-5	6	6	-5	23	1	7
CCOC(=O)N1CCN(CC(O)COc2ccccc2C(C)CC)CC1 (centres undefined)	3	-10	6	11	5	-4	1	-2	-9	-10	14
O=C(c1ccc(CS(=O)(=O)c2ccc(Br)cc2)o1)N1CCOCC1	-14	3	-4	-13	-1	-9	-9	2	20	11	-1
CCN(CC)S(=O)(=O)c1ccc(C(=O)Nc2ccc3c(c2)OCO3)cc1	-3	10	1	-5	-10	6	2	0	-5	-29	-28
Cc1ccc(S(=O)(=O)N2CCCC2CNC(=O)C(=O)NC2CC2)cc1 (centres undefined)	-11	-13	-4	4	9	-2	-10	2	-1	-10	-10
Cc1cnc(NC(=O)COc2cccc3c2OC(C)(C)C3)s1	13	-3	-14	-52	9	4	-16	19	-72	-6	-88
CC(=C1C(=O)c2ccccc2C1=O)N1CCc2ccccc2C1	-7	-21	13	-22	8	-5	-2	-3	-4	3	-11
Cc1ccc2c(c1)N(Cc1ccncc1)C(=O)C(C)O2 (centres undefined)	-2	2	0	11	-5	-5	12	-1	4	-2	10
COc1ccc(C(=O)C[n+]2ccc3c(c2)nc(-c2ccc(OC)cc2OC)n3C)cc1	0	-15	20	6	8	-11	10	4	11	.	4
NS(=O)(=O)c1ccc(CNC(=O)/C=C/c2ccc(S(=O)(=O)N3CCOCC3)cc2)cc1	14	-18	1	-10	-3	-18	7	-7	17	-6	4
c1coc(-c2cc3nc(NC4CCCCC4)ccn3n2)c1	11	-37	-172	13	.	-6	-134	.	-69	1	-54
CCOC(=O)[C@H]1NN=C(C(=O)OC)[C@@H]1c1ccccc1	2	25	-1	-2	0	-7	11	7	-1	6	-6
Cc1cc(/C=C(\C#N)C(=O)O)c(C)n1CCC(C)C	-17	16	5	-14	13	-5	-6	6	-7	-18	8
CCCn1c(SCC(=O)Nc2ccc3c(c2)OCO3)nc2c1c(=O)n(C)c(=O)n2C	-11	-5	8	-10	1	-1	-4	12	2	6	9
Cc1ccc(S(=O)(=O)NC(=O)C2(C)CCN2C(=O)CCc2ccc(Cl)cc2Cl)cc1 (centres undefined)	-20	-6	1	-13	.	-3	6	.	-2	0	-9
O=C(Nc1ccc(Cl)c(NC(=O)c2cccs2)c1)c1ccco1	-9	-4	11	-11	-3	-3	24	-4	6	-3	16
COc1ccc(-c2ccc(CCC(=O)O)n2CC2CCCO2)cc1 (centres undefined)	3	-20	-10	-18	-3	2	-20	-2	8	-2	12
CCOC(=O)N1CCN(S(=O)(=O)c2ccc(C)c(C)c2C)CC1	16	-20	-12	6	-7	-2	-5	1	-3	-4	-2
COc1ccc(C(CNC(=O)C(C)Oc2ccc(Br)cc2)N2CCOCC2)cc1 (centres undefined)	13	0	13	1	5	4	-12	-2	-5	-5	15
O=C(NCc1ccc(Cl)c(Cl)c1)c1ccc2c(c1)OCO2	-16	-6	-21	1	-9	0	-8	-10	-7	-11	6
Cc1[nH]c2ccccc2c(=O)c1CN(C)Cc1ccccc1	2	-35	-19	-46	9	-7	-29	-1	-28	-66	-22
Cc1nc2c(C#N)cnn2c2c1CCNN2C	1	11	3	-11	-1	6	-13	5	6	15	-1
CCCOc1ccc2c3c(c(=O)oc2c1)CCCC3	12	-29	2	-19	-6	6	-15	-8	2	4	-8
CN1N=C(c2ccc(F)c(F)c2)CSC1=NCc1ccccc1	2	-2	1	-1	0	2	-3	3	-5	-8	20
COc1ccccc1-c1csc(-n2ncc(C#N)c2N)n1	-7	-26	1	-7	1	-8	-9	-3	-34	-18	2
CCn1c(SCc2nc3ccccc3c(=O)[nH]2)nc2ccccc2c1=O	14	1	12	8	-1	-13	-1	6	1	2	-4
O=C(c1ccccc1)[C@@H]1[C@@H]2C(=O)N(c3ccc(F)cc3)C(=O)[C@@H]2C2CCCN21 (some centres undefined)	2	-17	-5	31	-2	7	-18	-4	-36	-12	19
COc1ccc(C)cc1NC(=O)C(OC(=O)CNC(=O)c1cc(C)cc(C)c1)c1ccccc1 (centres undefined)	1	10	-10	-6	1	-10	11	7	15	12	-4
CCN(C(=O)COC(=O)c1cnc(C)cn1)C1CCS(=O)(=O)C1 (centres undefined)	1	-8	0	-19	7	3	-1	5	19	2	4
O=C1CS/C(=N\NC(=O)c2ccccc2)N1	-3	-12	4	4	.	6	-3	.	15	3	-7
CCN1CCN(CC(=O)Nc2cc3c(cc2C(C)=O)OCO3)CC1	-12	-14	9	18	-7	0	-6	-4	14	-10	23
CCCC1=[N+](CC(=O)c2ccc(Br)cc2)CCn2cccc21	19	-19	-9	-2	5	-9	6	7	-25	-3	12
COc1cccc(C(=O)Nc2ccc(S(=O)(=O)Nc3cc(C)nc(C)n3)cc2)c1	0	11	-10	13	0	-1	-9	3	17	-3	3
Cc1ccc(OCC(=O)Nc2cccc3c2CCCC3)cc1C	4	-6	-3	-10	-17	1	-3	4	4	-11	9
COc1ccc(CCC(=O)Nc2nccs2)cc1OC	5	-12	-8	8	5	4	2	-2	-11	1	-14
CC(=O)N1CCN=C1SCc1ccc(Br)cc1	-9	2	-2	-2	-2	-6	-16	1	9	-4	2
Cc1ccc(-c2cc3nc(-c4ccc(Br)cc4)cc(N)n3n2)cc1	-5	-22	-4	17	6	-8	3	5	-13	13	-2
Clc1ccc(C2=CSC3=NCCN23)c(Cl)c1	6	-11	20	-6	4	2	10	-2	26	-6	5
CC1(C)Oc2cc3oc(C(=O)O)cc(=O)c3cc2-c2ccccc21	-15	-2	-23	40	-3	-4	-3	-5	15	-12	0
CN1CCN(C(=O)CCN2C(=O)c3ccccc3C2=O)CC1	0	-32	-6	11	1	-1	12	5	1	-5	18
Cc1c(Br)c([N+](=O)[O-])nn1C(C)C(=O)N1CCCc2ccccc21 (centres undefined)	9	-36	-6	25	-4	1	0	8	2	12	17
Cc1cc(-c2ccccc2)nc(N/N=C/c2ccc(N(C)C)cc2)n1	15	0	-2	5	6	6	-10	-11	-3	17	1
CCOC(=O)C1(C)CCCN(C(=O)c2cccc(Cl)c2)C1 (centres undefined)	-12	9	-16	-5	.	-20	3	.	-12	0	18
Cc1ccc(C(=O)NC2CCCCNC2=O)cc1C (centres undefined)	12	-24	-65	-8	-4	-20	-24	-8	-13	-68	-26
O=C(CSCc1ccc(Cl)cc1Cl)Nc1nccs1	8	11	9	-8	1	5	0	-6	7	-18	-9
CSc1ccc(CSCC(=O)N2CCN(S(=O)(=O)c3ccc(C)cc3C)CC2)cc1	5	14	-9	-25	-2	5	-5	-2	3	18	9
CCN(CC)c1ccc(N=Cc2c(C)[nH]c3ccccc23)cc1	12	0	-5	32	-10	1	-4	7	3	15	14
Cc1ccc(OCCNS(=O)(=O)c2cccs2)cc1	3	-5	-25	-18	11	-2	-19	-26	-11	-39	-24
O=C(c1cccc(-c2ccccc2F)c1)N1CC[C@@H](N2CCC(O)CC2)[C@H](O)C1	8	9	-7	-3	-3	-4	-7	12	-18	5	-4
COc1cc(NC(=O)COC(=O)Cc2ccc(-c3ccccc3)cc2)cc(OC)c1	-2	0	-4	8	1	-3	-13	-1	13	-18	4
CCOC(=O)C1(C)CCCCN1C(=O)c1cccc(Cl)c1 (centres undefined)	-8	-9	3	4	.	-3	7	.	8	3	-10
CCc1cccc(NC(=O)c2cccc(S(=O)(=O)N3CCN(C)CC3)c2)c1	4	-22	-2	-4	1	-5	3	2	16	-4	-8
CCOc1ncccc1C(=O)N1CCN(S(=O)(=O)c2ccc3c(c2)OCCO3)CC1	8	0	23	1	-6	2	1	-1	6	-9	1
CC(=O)Nc1ccccc1NC(=O)c1cc(C)cc(C)c1	5	11	1	-1	-8	-6	6	-2	15	14	-14
Cc1cc(Cc2ccc([N+](=O)[O-])cc2)c(C)cn1	4	13	29	3	0	1	-20	-9	0	-6	13
Cc1c(-c2cccc(NC(=O)c3ccco3)c2)nc2ncccn12	18	10	-7	-25	-3	-2	-22	1	-1	-12	-14
Nc1c([N+](=O)[O-])cc2c3c(cccc13)CC2	1	-5	9	8	.	-6	-5	.	-19	-3	-11
COC(=O)c1ccc(C(=O)OC)c(NC(=S)N2CCN(c3cc(Cl)ccc3C)CC2)c1	24	-17	-9	-32	-2	-7	11	-6	18	-10	-1
OCc1nc2ccccc2n1CCOc1ccccc1	-17	16	4	1	-1	-3	16	6	-2	2	-22
O=C(CC12CC3CC(CC(Br)(C3)C1)C2)NC1=NCCS1	-13	4	-4	-1	10	-6	-22	-4	-13	-4	19
